# HTT aggregate: reduces HttQ103-GFP aggregates in PC12 cells; PC12 HttQ103-GFP aggregates, Acumen cytometry, 40 h; Potency, µM (top dose mostly 46.1 µM), without a hit: at the top dose activity change, negative = inhibition, actives largely listed as inhibitors; actives 1.1% (n = 220,000); AID 1688; note: % is set by controls: 0 for no effect and ±100 for the full control effect; nearly all actives have a fitted effect of over 60% in size
#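 Compounds (qHTS titration) were added to PC12 cells expressing an ecdysone-driven HTT exon 1 Q103–GFP fusion after induction with 100 nM tebufenozide. Aggregate formation was measured as GFP objects in cell lysates.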
# ALDH1A1 block: inhibitors of human aldehyde dehydrogenase 1A1; P00352; Purified ALDH1A1, NADH fluorescence, propionaldehyde substrate; Potency, µM (titrated, usually from 75.3 µM), inactives show at the highest dose activity, negative = inhibition, most hits filed as inhibitors; actives 7.3% (n = 220,000); active = well fitted inhibition curve with a large enough effect, not every such curve was filed as active; inconclusive = small, poorly fitted or top-dose-only effect, or another doubt; inactive = no such curve, though single readings can be large or run the other way;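 note: plate controls were no enzyme wells and a reference inhibitor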
# Target sequence (P00352 whole entry, looked up): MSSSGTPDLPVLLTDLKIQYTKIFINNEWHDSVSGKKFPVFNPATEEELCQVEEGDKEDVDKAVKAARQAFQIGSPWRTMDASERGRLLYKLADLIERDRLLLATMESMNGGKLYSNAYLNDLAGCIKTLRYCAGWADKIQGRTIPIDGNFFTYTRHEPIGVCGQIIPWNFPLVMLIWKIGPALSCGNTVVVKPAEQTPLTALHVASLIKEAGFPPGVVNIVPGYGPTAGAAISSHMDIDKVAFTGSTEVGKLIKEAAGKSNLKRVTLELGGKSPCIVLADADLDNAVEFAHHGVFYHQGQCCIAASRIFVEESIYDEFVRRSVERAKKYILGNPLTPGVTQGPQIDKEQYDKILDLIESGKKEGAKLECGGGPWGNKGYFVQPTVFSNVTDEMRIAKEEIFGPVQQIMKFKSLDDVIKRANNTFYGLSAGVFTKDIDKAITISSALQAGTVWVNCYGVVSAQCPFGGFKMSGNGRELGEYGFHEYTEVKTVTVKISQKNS
# Tau FP inhib: blocks human tau fibril formation measured by polarization; P10636; Potency, µM (titrated, usually from 57.7 µM), for the others: at the highest dose activity, negative = inhibition, most hits filed as inhibitors; actives 0.39% (n = 280,000); AID 1468; K18 P301L tau heparin fibrillization, Alexa594 FP, 6 h; note: % is set by controls: 0 for no effect and ±100 for the full control effect; nearly all actives have a fitted effect of over 55% in size
# Target sequence (P10636 561-689 P618L limits assumed): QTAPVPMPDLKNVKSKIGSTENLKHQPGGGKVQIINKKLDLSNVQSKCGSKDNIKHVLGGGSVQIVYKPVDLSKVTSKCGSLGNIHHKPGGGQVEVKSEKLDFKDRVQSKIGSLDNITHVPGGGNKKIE
#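 Human tau K18 […] P301L fragment, 15 uM unlabeled plus 0.24 uM Alexa 594-labeled tau (final), with compound and 20 uM heparin in 100 mM sodium acetate pH 7; 6 hr at 37 C, then Alexa 594 FP read.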
# Tau fluor counter: counter-screen for tau fibril formation inhibitors. tau K18 P301L Alexa594 fluorescence, heparin fibrillization. actives 0.93% (n = 280,000). Potency, µM (series often up to 57.7 µM), without a hit: top-dose activity change, negative = decrease; note: % is set by controls: 0 for no effect and ±100 for the full control effect; nearly all actives have a fitted effect of over 55% in size
#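 Human K18 P301L tau (15 uM unlabeled plus 0.24 uM Alexa 594-labeled, final) in 100 mM sodium acetate pH 7 was mixed with compound and 20 uM heparin and incubated 6 hr at 37 C.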
# HTT cytoprotect: Huntington cell model cytoprotection by ATP luminescence; actives 0.14% (n = 230,000); PC12 HTT-Q103 induced, cytoprotection, ATP luminescence, 40 h; Potency, µM (titrated, usually from 56.4 µM), for inactives: cytoprotection (ATP increase), usual class: activators;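 note: % of control where 0% means no effect; nearly all actives have a fitted effect of over 45% in size; toxic huntingtin expression switched on by the ecdysone agonist tebufenozide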
#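 Rat PC12, Q103 Htt exon1-GFP fusion, ecdysone promoter; tebufenozide inducer 100 nM final; compound titration; qHTS, 1500 cells/well; ATPlite luminescent read.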
# JMJD2E inh: blocks human JMJD2E demethylase activity | actives 1.6% (n = 230,000) | AID 2147 | Potency, µM (series often up to 57.1 µM), inactives show top-dose activity change, negative = inhibition, most hits filed as inhibitors | B2RXH2 | JMJD2E catalytic domain, FDH-coupled NADH fluorescence (FDH is formaldehyde dehydrogenase); active = well fitted inhibition curve with a large enough effect, not every such curve was filed as active; inconclusive = small, poorly fitted or top-dose-only effect, or another doubt; inactive = no such curve, though single readings can be large or run the other way;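 note: 0% = wells with enzyme and -100% = buffer wells without enzyme; nearly all actives have a fitted effect of over 50% in size; many of its hits are not listed in these tables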
# Target sequence (B2RXH2 1-337 limits assumed): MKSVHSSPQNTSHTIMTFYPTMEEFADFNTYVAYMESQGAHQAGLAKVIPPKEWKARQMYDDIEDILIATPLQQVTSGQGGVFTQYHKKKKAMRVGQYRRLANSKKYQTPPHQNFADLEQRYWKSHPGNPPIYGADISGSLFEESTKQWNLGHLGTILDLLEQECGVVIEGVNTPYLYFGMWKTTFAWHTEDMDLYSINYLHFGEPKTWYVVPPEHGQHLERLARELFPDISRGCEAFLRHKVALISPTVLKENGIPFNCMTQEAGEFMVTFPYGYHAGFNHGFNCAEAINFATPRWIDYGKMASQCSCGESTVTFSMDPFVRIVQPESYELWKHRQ
# Tau ThT inhib: inhibitors of human tau fibril formation, thioflavin T binding | recombinant tau K18 P301L (four-repeat tau fragment), heparin-induced fibrillization, ThT fluorescence | Potency, µM (series often up to 57.4 µM), inactives show top-dose activity, negative = inhibition, actives largely listed as inhibitors | actives 2.1% (n = 270,000); note: % is set by controls: 0 for no effect and ±100 for the full control effect; nearly all actives have a fitted effect of over 55% in size
#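 Aggregation was driven by heparin (20 uM final) acting on recombinant tau […] bearing P301L in 100 mM sodium acetate pH 7; fibrils were detected with Thioflavin T.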
# SMN2 splice enh: enhancers of SMN2 splice variant expression; AID 1458; HEK293 SMN2-luciferase splicing reporter, luminescence, 30-36 h; actives 2.8% (n = 210,000); Potency, µM (doses to about 46.1 µM), for the others: at the top dose activity change, positive = activation, hits mostly activators; note: % of control where 0% means no effect; nearly all actives have a fitted effect of over 55% in size
#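 HEK293 cells carry an SMN2 minigene-luciferase reporter in which exon 7 inclusion puts luciferase in frame. Cells were seeded at 2000 cells/well, attached for 10-12 hours, then exposed to compounds for 30-36 hours at 37C before ONE-Glo luminescence.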
# Active calls of the source: *; u = inconclusive; x = no result given; & = joins results of further samples; [ ] = remark or other dose. Unless noted, calls come from the whole dose curve; as a rule, active = well fitted curve in the direction sought with a large enough effect; inconclusive = small, poorly fitted or top-dose-only effect, or another doubt; inactive = no such curve, though single readings can be large; an effect the other way counts as inactive or inconclusive. Potency is the fitted concentration of half-maximal effect. Only part of the results is shown, so the mix of outcomes need not match the whole.
SMILES,HTT aggregate,ALDH1A1 block,Tau FP inhib,Tau fluor counter,HTT cytoprotect,JMJD2E inh,Tau ThT inhib,SMN2 splice enh
COc1ccc(/C=C2\SC(=S)N(CC(=O)OCC(=O)Nc3ccc(C)cc3Cl)C2=O)cc1,-2%[9.22 µM],-11%,u,-19%,-4%[10 µM],-14%,u,x
CCOC(=O)c1ccc(NC(=O)c2nn(C)cc2Br)cc1,3%,1%,1%,-1%,-9%,u,-2%,24%
O=C(Nc1nc(=O)n(C(=O)c2cccc(C(F)(F)F)c2)s1)c1ccccc1,-13%[9.22 µM],x,u,-12%,16%[10 µM],-5%,u,x
COc1cccc(OCc2nnc(SCC(=O)NCc3ccco3)n2CCc2ccccc2)c1,21%,22µM*,-1%,0%,-21%,1%,u,11%
Cc1ccc2cc3cc(C(=O)N4CCN(c5cccc(C(F)(F)F)c5)CC4)sc3nc2c1,x,x,-9%,1%,x,x,3%,-4%
Cc1ccc(CN(Cc2cc3cccc(C)c3[nH]c2=O)C(=S)NCCCN(C)C)cc1,-26%[9.22 µM],-12%,2%,-1%,-29%[10 µM],-4%,-1%,-37%[inhibitor]
COc1ccc(Cc2nnc(NC(=O)CSc3ccc(Cl)cc3)s2)cc1OC,10%,14%,-10%,-12%,-9%[1.9 µM],-1%,0%,8%
CCC(=O)Nc1cc(C(=O)OC(C(=O)c2ccc(C)c(C)c2)c2ccccc2)ccc1C (stereo unspecified),0%,-8%,-1%,-23%,3%,3%,4%,-12%
COc1c(C)cc(NS(=O)(=O)c2ccc3c(c2)OCCO3)cc1C,x,x,0%,-28%,x,x,-4%,-59%[inhibitor]
CCCN(CCC)CCCNC(=O)Cn1ncc2c3ccccc3n(Cc3ccccc3F)c2c1=O,x,x,4%,-14%,x,x,-4%,7%
CC/C(=N\n1nnnc1Nc1ccccc1)c1ccccc1,u,-4%,-9%,-25%,1%[10 µM],2%,-4%,-50%[inhibitor]
COc1cccc(NC(=O)Cc2nnc(SCC(=O)c3ccccc3)n2C)c1,-14%,8.9µM*,7%,12%,-8%[0.074 µM],4%,15%,-4%
COc1ccccc1NC(=O)N(Cc1cccs1)Cc1cc2cc3c(cc2[nH]c1=O)OCO3,u,u,-4%,-27%,-1%[10 µM],u,-16%,-12%
Fc1ccc(CNC(=S)Nc2ccccc2Cl)cc1,u,6%,-2%,-1%,0%[10 µM],0%,2%,u
COc1ccc(C2=NN(CCC(=O)NCc3ccc4c(c3)OCO4)C(=O)CC2)cc1,-3%,u,4%,-1%,25%[10 µM],-1%,-1%,6%[1.84 µM]
CCC(C)NC(=O)C(NS(=O)(=O)c1ccc2c(c1)c(=O)n(C)c(=O)n2C)c1ccccc1 (stereo unspecified),8%,6%,-14%,-12%,-19%,-19%,-9%,4%
CCCCC(=O)NC1(C(F)(F)F)C(=O)N(Cc2ccco2)C(C)=C1C(=O)OC (stereo unspecified),7%,0%,-3%,0%,-1%,3%,-2%,2%
Cc1ccc(Cn2ccc(NC(=O)c3noc4c3CCCCC4)n2)cc1,u,u,-3%,-12%,-9%,2%,-13%,-32%[inhibitor]
CCOC(=O)Cc1csc(NC(=O)c2csc(C)c2)n1,3%,0%,6%,-3%,-25%[0.074 µM],-4%,-15%,-8%
CCC(CC)c1ncc[nH]1,-2%[9.22 µM],x,-5%,3%,-7%[10 µM],6%,6%,x
CCOC(=O)n1n[n+]([O-])c2ccccc21,13%,-6%,-1%,5%,28%[10 µM],2%,9%,-12%
O=C(NCCN1CCN(c2ccccc2)CC1)c1ccc(NC(=O)C2CCCO2)cc1 (stereo unspecified),u,28µM*,8%,-2%,7%,8%,-14%,-6%
O=[N+]([O-])c1cc(C(F)(F)F)ccc1Sc1nccn1Cc1ccccc1,12%,3%,13%,-22%,-5%,5%,-8%,-1%
Cc1cccc(-c2ncc(CN3CCCC(CO)(Cc4ccccc4C)C3)cn2)c1 (stereo unspecified),-1%[9.22 µM],-5%,11%,-14%,15%[10 µM],-22%,-9%,x
CCOc1ccccc1NC(=O)CCN(c1ccc(C)cc1)S(=O)(=O)c1ccccc1,-12%,-2%,-3%,-22%,3%[10 µM],3%,-10%,-1%[1.84 µM]
# Following part:
SMILES,HTT aggregate,ALDH1A1 block,Tau FP inhib,Tau fluor counter,HTT cytoprotect,JMJD2E inh,Tau ThT inhib,SMN2 splice enh
Cc1ccc(OCCCCn2ccnc2)c(Cl)c1,u,8%,3%,9%,-58%[inhibitor][0.074 µM],2%,-1%,10%
CC1(C)CC(=O)C2=C(C1)Oc1ncn(CCO)c(=N)c1C2c1ccccc1 (stereo unspecified),6%,-2%,-2%,-7%,-4%,1%,-11%,-14%
CCCCNC(=O)c1ccccc1NS(=O)(=O)c1ccc2c(c1)OCCO2,-2%,-9%,-3%,-6%,-8%,u,2%,-10%
COc1ccc(N2CCN(S(=O)(=O)c3ccc(OC)cc3)CC2)cc1,-7%,-1%,-1%,-14%,17%[10 µM],3%,-4%,-37%[inhibitor]
CCNc1ccc(C(=O)OC(C(=O)NC(N)=O)C(C)C)cc1[N+](=O)[O-] (stereo unspecified),12%,-6%,0%,-10%,-28%,-11%,u,11%
Cc1ccsc1C(C(=O)NC1CCCCC1)N(C(=O)c1csnn1)C1CC1 (stereo unspecified),2%,13%,-1%,-2%,-11%[10 µM],5%,-3%,-2%
NC(=O)COC(=O)c1ccc(S(=O)(=O)NCc2ccco2)cc1,15%,5%,5%,-2%,-8%,3%,-3%,9%
O=C(NCCN1C(=O)S/C(=C\c2ccc(Cl)c(Cl)c2)C1=O)c1ccc2c(c1)C(=O)N(Cc1ccncc1)C2=O,-1%,0%,5%,0%,x,6%,2%,-8%
O=C(/C=C/c1ccccc1[N+](=O)[O-])OCC(=O)c1ccccc1,18%,u,-1%,6%,-30%[10 µM],-8%,4%,7%
CC(=O)NCCc1nc2cc(NC(=O)c3cccs3)ccc2n1C,3%,-3%,12%,0%,-4%,1%,3%,x
COc1ccc(/C=C/C(=O)OCC(=O)Nc2cc(S(=O)(=O)N(C)C)ccc2Cl)cc1,4%,u,9%,-14%,-49%[inhibitor],-6%,-5%,3%
COc1ccc(OCC(=O)N2CCN(C(=O)c3cccc4ccccc34)CC2)cc1,-13%,u,4%,1%,4%,1%,4%,9%
COC(=O)c1c(C)[nH]c(C(=O)/C=C/c2cccc(Cl)c2)c1C,19%,-1%,6%,-4%,15%[10 µM],18%,u,u
COc1cc(NC(=O)COC(=O)/C=C/c2c(C)nn(-c3ccc(F)cc3)c2Cl)cc(OC)c1,2%,-4%,-15%,u,27%[10 µM],5%,-5%,5%[1.84 µM]
CCc1ccc(CN2CCN(C(=O)c3cccc(OC)c3OC)CC2)cc1,7.9µM*,u,5%,3%,5%[10 µM],-10%,-7%,-76%[inhibitor]
CCn1c2ccccc2c2cc(CN3CCN(S(C)(=O)=O)CC3)ccc21,11%,2%,2%,-13%,-8%[10 µM],u,-8%,2%[1.84 µM]
CCC(OC(=O)CCc1nc2ccccc2[nH]c1=O)C(=O)c1ccccc1 (stereo unspecified),-4%,-9%,-4%,-25%,-34%[10 µM],u,-12%,2%
CCOC(=O)N1CCN(C(=O)C2CCN(CC3CCCCC3)CC2)CC1,6%,4%,-2%,-1%,x,-12%,-4%,-8%
Cc1ccc(C(=O)Nc2nc3nc(C)cc(=O)n3[nH]2)cc1,x,x,3%,5%,x,x,2%,1%
NNC(=O)C1=NOC(CNc2ncc(C(F)(F)F)cc2Cl)C1 (stereo unspecified),-19%,0%,-6%,-9%,-9%,27%,-18%,5%
O=C(Nc1ccc2ccccc2c1)c1ccc(Cl)cc1Cl,-13%[9.22 µM],x,-5%,-27%,-40%[10 µM],u,u,x
Cc1ccc2nc(NC(=O)CN3C(=O)C4CC=CCC4C3=O)sc2c1 (stereo unspecified),16%,0%,-8%,-7%,24%[10 µM],6%,-2%,13%
CCn1c(-c2ccccc2)c(C(=O)O)c2ccccc21,2%,u,-9%,1%,-17%,u,-3%,-9%
Nc1cc(OC(=O)c2cccs2)nn1S(=O)(=O)c1ccc(F)cc1,16%,-10%,-11%,-26%,1%,0%,u,0%
CCOC(=O)C1(Cc2cccc(OC)c2)CCCN(Cc2nccn2CC)C1 (stereo unspecified),1%[9.22 µM],2%,11%,0%,2%[10 µM],0%,-8%,x

# Three of the entries above in order of the Tau FP inhib value, falling:
molecule,Tau FP inhib
CCc1ccc(CN2CCN(C(=O)c3cccc(OC)c3OC)CC2)cc1,5%
Cc1ccsc1C(C(=O)NC1CCCCC1)N(C(=O)c1csnn1)C1CC1 (stereo unspecified),-1%
CCn1c(-c2ccccc2)c(C(=O)O)c2ccccc21,-9%

# Remaining list, next part:
SMILES,HTT aggregate,ALDH1A1 block,Tau FP inhib,Tau fluor counter,HTT cytoprotect,JMJD2E inh,Tau ThT inhib,SMN2 splice enh
CC(C)CN(C(=O)COC(=O)Cc1c[nH]c2ccccc12)C1CCS(=O)(=O)C1 (stereo unspecified),u,-2%,5%,-2%,24%[10 µM],8%,0%,6%
Cc1ccc(CNC(=O)CCCC(=O)Nc2cc(C)on2)cc1,-3%[9.22 µM],-3%,-6%,-7%,-1%[10 µM],-4%,-9%,x
CSc1ccc(C#N)cc1NC(=O)c1cccc(Cl)c1,-18%,2%,3%,-4%,3%,0%,-5%,13%
OC[C@H]1O[C@@H](n2cnc3c(NCc4ccco4)ncnc32)[C@H](O)[C@@H]1O,x,3%&7%,-9%&-4%,-9%&2%,-212%[inhibitor],-1%&0%,-8%&0%,-47%[inhibitor]
CCCn1c(=N)c(S(=O)(=O)c2ccccc2)cc2c(=O)n3ccccc3nc21,3%[9.22 µM],u,1%,-9%,22%[10 µM],u,-13%,x
Cc1ccc(C(=O)N2CCN(c3ncccn3)CC2)o1,3%,-3%,6%,-1%,-16%,-23%,-8%,-2%
CC1=C(C)CC(C(=O)Nc2cccc([N+](=O)[O-])c2)C(C(=O)O)C1 (stereo unspecified),-2%,u,-12%,-5%,x,3%,-5%,9%

# Source: PubChem BioAssay (National Center for Advancing Translational Sciences (NCATS))
